Screening data deposited in PubChem by National Center for Advancing Translational Sciences (NCATS).
SNCA expr inhib: inhibitors of alpha-synuclein (SNCA) gene expression; HEK-293 SNCA-luciferase knock-in, luminescence, 24 h; Potency, µM (titrated, usually from 57.2 µM), inactives show at the highest dose activity change, negative = inhibition, usual class: inhibitors; 140,000 compounds, 0.17% hits;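 further: potency means the concentration at half of the fitted maximal effect; plate controls were DMSO cells for no effect and cell-free wells for full effect; nearly all actives have a fitted effect of over 45% in size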
SNCA viab count: reduces viability of HEK-293 SNCA reporter cells; HEK-293-SNCA-luc viability, GF-AFC fluorescence, 24 h; Potency, µM (top dose mostly 57.1 µM), for the others: at the highest dose activity change, negative = cytotoxicity, most hits filed as cytotoxic; 150,000 compounds, 0.12% hits;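 further: potency means the concentration at half of the fitted maximal effect; 0% = DMSO-treated cells and -100% = medium-only wells without cells; nearly all actives have a fitted effect of over 30% in size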
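Cytotoxicity counterscreen: after 24 h compound treatment of genome-edited SNCA-luciferase HEK-293 cells, live-cell protease substrate GF-AFC read by fluorescence after 30 min; activity scaled between DMSO (0%) and medium-only (-100%), curves Hill-fitted.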
GPT2 inhibitor: GPT2 alanine aminotransferase inhibition. Potency, µM (highest dose often 57.7 µM), inactives show at the top dose activity change, negative = inhibition, hits mostly inhibitors. Q8TD30. AID 1671188. Recombinant GPT2, coupled pyruvate oxidase/HRP Amplex Red fluorescence. 100,000 compounds, 0.25% hits; further: potency means the concentration at half of the fitted maximal effect; nearly all actives have a fitted effect of over 60% in size; many of its hits are not listed in these tables
Target sequence (Q8TD30 whole entry, looked up): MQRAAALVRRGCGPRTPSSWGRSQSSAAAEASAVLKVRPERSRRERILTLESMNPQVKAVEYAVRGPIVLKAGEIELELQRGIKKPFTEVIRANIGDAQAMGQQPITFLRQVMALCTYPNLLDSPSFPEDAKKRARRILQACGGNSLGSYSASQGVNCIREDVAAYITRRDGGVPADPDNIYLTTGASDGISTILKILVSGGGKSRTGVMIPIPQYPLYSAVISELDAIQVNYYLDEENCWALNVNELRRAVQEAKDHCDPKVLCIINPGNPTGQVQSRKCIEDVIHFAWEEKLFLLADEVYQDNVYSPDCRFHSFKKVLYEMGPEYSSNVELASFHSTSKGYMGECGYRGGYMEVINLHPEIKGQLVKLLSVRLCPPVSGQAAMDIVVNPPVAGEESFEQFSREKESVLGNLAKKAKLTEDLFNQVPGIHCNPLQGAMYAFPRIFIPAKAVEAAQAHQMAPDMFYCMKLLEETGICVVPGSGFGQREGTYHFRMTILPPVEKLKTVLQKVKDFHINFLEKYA
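Recombinant GPT2 (10ng/uL) with 250uM a-KG and 2mM L-alanine, 30 min at room temperature, in HEPES pH 7.5 buffer. Pyruvate detected by pyruvate oxidase/HRP/Amplex Red fluorescence after 30 min in the dark; AOA (50uM) as positive control.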
Luciferase inh: blocks purified firefly luciferase enzyme activity. P08659. Potency, µM (top dose mostly 115 µM), for the others: at the highest dose activity change, negative = inhibition, usual class: inhibitors. 76,000 compounds, 2.5% hits. purified P. pyralis luciferase, luminescence, biochemical; further: potency means the concentration at half of the fitted maximal effect; nearly all actives have a fitted effect of over 65% in size
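Luminescence read by CCD imaging after purified firefly luciferase (10nM final) was added to substrate buffer holding 10uM D-luciferin and 10uM ATP, pH 7.5, pre-dosed with compound.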
IP6K1 inhibitor: inhibitors of human IP6K1; activity change, % (series mostly up to about 58 µM); Q92551; IP6K1 kinase, ADP-Glo luminescence, 2 h; stronger effect = lower value; 140,000 compounds, 0.81% hits; in the data active means activity change below about -25%
Target sequence (Q92551 whole entry, looked up): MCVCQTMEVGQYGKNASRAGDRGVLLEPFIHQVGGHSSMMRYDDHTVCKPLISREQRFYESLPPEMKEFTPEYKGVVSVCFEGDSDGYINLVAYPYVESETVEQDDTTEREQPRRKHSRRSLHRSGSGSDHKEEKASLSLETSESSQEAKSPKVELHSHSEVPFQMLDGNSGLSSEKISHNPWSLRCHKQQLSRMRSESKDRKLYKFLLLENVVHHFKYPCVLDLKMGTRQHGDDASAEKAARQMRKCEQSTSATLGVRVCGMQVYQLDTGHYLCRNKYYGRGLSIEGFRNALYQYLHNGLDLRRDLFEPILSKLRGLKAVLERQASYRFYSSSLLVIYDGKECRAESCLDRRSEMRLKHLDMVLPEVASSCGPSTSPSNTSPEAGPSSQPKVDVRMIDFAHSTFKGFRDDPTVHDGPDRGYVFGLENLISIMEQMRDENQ
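ADP-Glo luminescence measures ADP made by human IP6K1 during a 2 h RT reaction with ATP/IP6 (mix at 1.3 mM/130 uM); top library doses 57.5 and 19.1 uM final.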
HEK293 tox: cytotoxic compounds in HEK 293 cells. HEK 293 viability, ATP luminescence (CellTiter-Glo), 48-72 h. AID 1345083. Potency, µM (highest dose often 115 µM), inactives show at the highest dose activity change, negative = cytotoxicity, usual class: inhibitors. 94,000 compounds, 6.6% hits; further: potency means the concentration at half of the fitted maximal effect; nearly all actives have a fitted effect of over 60% in size
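Read-out: CellTiter-Glo ATP luminescence. Cells: HEK 293, 250 cells/well. Exposure: 48 or 72 hr, 37 degree Celsius.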
NIH3T3 tox: cytotoxic compounds in NIH 3T3 cells; NIH 3T3 viability, CellTiter-Glo ATP luminescence, 48-72 h; Potency, µM (series often up to 96.7 µM), without a hit: top-dose activity change, negative = cytotoxicity, actives largely listed as inhibitors; 94,000 compounds, 4.3% hits; further: potency means the concentration at half of the fitted maximal effect; nearly all actives have a fitted effect of over 55% in size
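ATP-dependent luminescence (CellTiter-Glo) served as the viability signal for NIH 3T3 cells treated with compound for 48 or 72 hr at 37 °C.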
An asterisk follows results filed as active; i = inactive; ? = inconclusive; . = not tested or not shown; & = joins results of further samples; [ ] = another dose, or the depositor's remark. Unless noted, the call rests on the fitted dose curve; in most records, active means well fitted curve in the direction sought with a large enough effect; inconclusive means small, poorly fitted or top-dose-only effect, or another doubt; inactive means no such curve, though single readings can be large; an effect the other way counts as inactive or inconclusive. Unless noted, on the % scale 0 is the no-effect control and ±100 the full control effect.

| structure | SNCA viab count | Luciferase inh | SNCA expr inhib | NIH3T3 tox | GPT2 inhibitor | IP6K1 inhibitor | HEK293 tox |
| --- | --- | --- | --- | --- | --- | --- | --- |
| O=C(Nc1ccccc1)c1cc2n(n1)CC(c1ccc(Cl)cc1)OC2 (centres undefined) | -5.0% | -8.3% | -15.7% | -26.3% | 0.8% | 22.7 | ? |
| CCCNC(=O)NS(=O)(=O)c1ccc(Cl)cc1 | -10.2% | . | 16.5% | . | -8.4%&3.6% | 12.8&-6.7 | . |
| Cc1cccc(CNc2ccc3nnc(C)n3n2)c1 | 4.8% | -2.6% | 55.0%[activator] | ? | i | 1.1 | ? |
| COc1ccc(CN(C)Cc2ccc(F)cc2)cc1 | 10.7%[87.6 µM] | -0.8%[172 µM] | -19.8%[87.6 µM] | -9.5%[138 µM] | i | -2.3 | -4.6%[172 µM] |
| O=c1c2c(nc3cc[nH]n13)CCN(S(=O)(=O)c1ccc3c(c1)CCC3)C2 | -7.4% | -4.3% | ? | i | -1.0% | 0.0 | 2.7% |
| COc1ccc(-c2nc(C)c(CCNC(=O)c3ccccc3Br)s2)cc1OC | -18.8% | . | 153.5%[activator] | . | . | -13.7 | . |
| O=C(NCc1cccc(Br)c1)c1ccc(NC(=O)N2CCCCc3ccccc32)cc1 | -4.9% | . | -16.4% | . | . | -3.2 | . |
| COc1cccc(N2C(=O)NC(=NC3CCCCC3)C23CCCN(CCC(C)C)C3)c1 (centres undefined) | -14.3% | . | -26.1% | ? | -0.1% | -19.2 | 39.8µM* |
| Cc1cc(S(=O)(=O)NCC2CCOCC2)ccc1F | 6.8% | 7.6% | 2.3% | -4.4% | -5.6% | 10.4 | -2.8% |
| Cc1cc(C)cc(NC(=O)CCn2cnc3ccccc3c2=O)c1 | 5.3% | . | 6.9% | . | . | 13.7 | . |
| COCCCn1c(=O)c(C(=O)NCc2cccs2)nc2cccnc21 | 1.0% | . | -12.3% | -20.2% | i | 5.8 | -7.2% |
| CC1CCN(C(=O)Cn2cc(SCC(=O)Nc3ccccc3C(F)(F)F)c3ccccc32)CC1 | ? | . | ? | . | . | -16.5 | . |
| CC(=O)NC[C@H]1OC[C@@H](NC2CCC2)[C@@H]1O | 7.0%[87.6 µM] | -0.4%[230 µM] | 3.0%[87.6 µM] | i | i | -6.2 | -2.8%[230 µM] |
| Cc1ccc(-c2nc(C)c(CCNC(=O)C(=O)Nc3ccc(C)c(Cl)c3)s2)cc1 | -1.9% | . | 8.1% | . | . | 16.2 | . |
| COc1ccc(CNC(=O)CN2C(=O)COc3ccc(S(=O)(=O)Nc4ccccc4)cc32)cc1 | ? | . | -11.6% | . | . | 12.3 | . |
| CC(C)NC(=O)C1CCCN1Cc1ccc(-c2cncnc2)cc1 (centres undefined) | 0.9%[87.6 µM] | . | 42.4%[activator][87.6 µM] | -2.8%[138 µM] | -2.3%[88.5 µM] | -6.3 | 4.7%[172 µM] |
| O=C(NCCc1ccncc1)C1CN(S(=O)(=O)c2ccccc2)CC12CCOCC2 (centres undefined) | 7.0% | -1.1% | -33.9% | -18.5% | 3.1% | 25.2 | 4.3% |
| CCCc1ccc(-c2ccc(C(=O)Oc3ccc(OCC)cc3)cc2)nc1 | -28.9% | . | 42.5%[activator] | . | . | 8.5 | . |
| CCn1cc(S(=O)(=O)N2CCCC(Cc3nncn3CC3CC3)C2)cn1 (centres undefined) | -18.8% | 4.9% | -7.7% | 2.5% | i | -11.4 | -0.2% |
| Clc1ccc(CCNc2ncncn2)c(Cl)c1 | 1.1% | 2.8% | -0.5% | ? | 2.5% | -4.8 | 39.8µM* |

An excerpt of these results, with values under each structure:
Below each compound: SNCA viab count	Luciferase inh	SNCA expr inhib	NIH3T3 tox	GPT2 inhibitor	IP6K1 inhibitor	HEK293 tox
- Cc1cc(C)cc(NC(=O)CCn2cnc3ccccc3c2=O)c1
  5.3%	.	6.9%	.	.	13.7	.
- COCCCn1c(=O)c(C(=O)NCc2cccs2)nc2cccnc21
  1.0%	.	-12.3%	-20.2%	i	5.8	-7.2%
- CC1CCN(C(=O)Cn2cc(SCC(=O)Nc3ccccc3C(F)(F)F)c3ccccc32)CC1
  ?	.	?	.	.	-16.5	.
- CC(=O)NC[C@H]1OC[C@@H](NC2CCC2)[C@@H]1O
  7.0%[87.6 µM]	-0.4%[230 µM]	3.0%[87.6 µM]	i	i	-6.2	-2.8%[230 µM]
- Cc1ccc(-c2nc(C)c(CCNC(=O)C(=O)Nc3ccc(C)c(Cl)c3)s2)cc1
  -1.9%	.	8.1%	.	.	16.2	.
- COc1ccc(CNC(=O)CN2C(=O)COc3ccc(S(=O)(=O)Nc4ccccc4)cc32)cc1
  ?	.	-11.6%	.	.	12.3	.
- CC(C)NC(=O)C1CCCN1Cc1ccc(-c2cncnc2)cc1 (centres undefined)
  0.9%[87.6 µM]	.	42.4%[activator][87.6 µM]	-2.8%[138 µM]	-2.3%[88.5 µM]	-6.3	4.7%[172 µM]
- O=C(NCCc1ccncc1)C1CN(S(=O)(=O)c2ccccc2)CC12CCOCC2 (centres undefined)
  7.0%	-1.1%	-33.9%	-18.5%	3.1%	25.2	4.3%
- CCCc1ccc(-c2ccc(C(=O)Oc3ccc(OCC)cc3)cc2)nc1
  -28.9%	.	42.5%[activator]	.	.	8.5	.
- CCn1cc(S(=O)(=O)N2CCCC(Cc3nncn3CC3CC3)C2)cn1 (centres undefined)
  -18.8%	4.9%	-7.7%	2.5%	i	-11.4	-0.2%
- Clc1ccc(CCNc2ncncn2)c(Cl)c1
  1.1%	2.8%	-0.5%	?	2.5%	-4.8	39.8µM*

Next entries
| structure | SNCA viab count | Luciferase inh | SNCA expr inhib | NIH3T3 tox | GPT2 inhibitor | IP6K1 inhibitor | HEK293 tox |
| --- | --- | --- | --- | --- | --- | --- | --- |
| COc1ccccc1N1CCN(c2ccc(NC(=O)c3ccc(C)cc3)cc2C(=O)O)CC1 | ? | . | 71.1%[activator] | . | . | 7.8 | . |
| Cc1ccn2c(=O)cc(CN3CC[C@@H]4[C@@H](CCC(=O)N4CCC(C)C)C3)nc2c1 | -1.3% | 10.6% | -16.9% | ? | -20.5% | 6.3 | ? |
| CCOc1ccc2nc(N3CCN(C(=O)c4ccc(S(=O)(=O)CC)cc4)CC3)sc2c1 | 5.8% | . | -1.2% | . | . | 8.1 | . |
| CN1CCN(c2nc3c(c(=O)[nH]2)CCN(Cc2cc(Cl)ccc2F)CC3)CC1 | 2.6% | 13.8% | 3.3% | -12.0% | i | 14.0 | 3.8% |
| Cc1noc([C@@H](C)NC(=O)C2CC2)c1C(=O)O | 4.9%[87.6 µM] | -17.9%[230 µM] | ? | -10.1%[174 µM] | -11.5%[88.5 µM] | 0.0 | -10.8%[230 µM] |
| O=C(Cc1ccccc1)Nc1sc2c(c1C(=O)Nc1ccc(Cl)cc1)CCCC2 | 0.0% | . | 28.2% | . | . | -30.4* | . |
| COC[C@@H]1[C@H](NC(=O)c2csc(C)c2-c2ccccc2)[C@@H]2CCO[C@H]12 | -5.4% | 2.4% | -5.1% | -19.3% | ? | 10.1 | -0.3% |
| O=c1c(NCc2cccs2)nccn1-c1ccc(F)cc1 | -8.2% | . | 75.4%[activator] | . | . | 2.6 | . |
| CCN(CC)S(=O)(=O)c1ccc(NC(=O)Cn2ncc3c([nH]c4ccccc43)c2=O)cc1 | 1.5% | . | ? | . | . | -0.5 | . |
| O=C(Nc1ccccc1C(=O)OCc1cc(=O)n2ccsc2n1)c1ccccc1Cl | 4.5% | . | 7.1% | . | . | 13.9 | . |
| Cc1cc(C)cc(NC(c2nnc(-c3cccc(F)c3)o2)c2ccc(F)cc2Cl)c1 (centres undefined) | 3.1% | . | ? | . | . | 2.2 | . |
| CCCN1CCN(CCCNC(=O)c2cc3c(s2)-c2c(C)cccc2OC3)CC1 | 7.0% | . | 79.3%[activator] | . | . | 18.4 | . |
| Cc1cc2nc3n(c(=O)c2n1CC(=O)NCCc1ccc(Cl)cc1)CCC3 | -0.7% | 1.5% | ? | ? | i | -2.2 | -28.7% |
| Cc1ccccc1-c1noc(C(C)NC(=O)c2ccco2)n1 (centres undefined) | 1.0% | . | 33.4%[activator] | . | . | 9.6 | . |
| CC(C)NC(=O)CCc1cc2n(n1)CCN(C(=O)[C@H]1CCCO1)C2 | 12.0% | -8.0% | 9.5% | 2.8% | -13.5% | 12.4 | -5.8% |
| CCOc1ccc(-c2nnc(SCC(=O)c3ccccc3)n2-c2ccccc2)cc1 | 2.9% | . | 5.9% | . | . | -3.3 | . |
| CCCN(CCC)C(=O)Cn1c(=O)n(-c2cccc(OC)c2)c(=O)c2c(C)c(C(=O)N(C)C)sc21 | 5.2% | . | -0.3% | . | . | 12.1 | . |
| CCOC(=O)c1ccc(NC(=O)Cn2c(=O)cc(C)c3c(C)nn(-c4cccc(F)c4)c32)cc1 | 2.3% | . | 4.7% | . | . | -1.2 | . |
| C=Cc1c(C)c2cc3[nH]c(cc4nc(cc5nc(cc1[nH]2)C(C)=C5CCC(=O)O)C(CCC(=O)O)=C4C)c(C)c3C=C | 8.3% | . | -2.6% | . | i | 2.5 | . |

Retrieved one by one from the entries so far:
| structure | SNCA viab count | Luciferase inh | SNCA expr inhib | NIH3T3 tox | GPT2 inhibitor | IP6K1 inhibitor | HEK293 tox |
| --- | --- | --- | --- | --- | --- | --- | --- |
| Cc1ccn2c(=O)cc(CN3CC[C@@H]4[C@@H](CCC(=O)N4CCC(C)C)C3)nc2c1 | -1.3% | 10.6% | -16.9% | ? | -20.5% | 6.3 | ? |
| CCN(CC)S(=O)(=O)c1ccc(NC(=O)Cn2ncc3c([nH]c4ccccc43)c2=O)cc1 | 1.5% | . | ? | . | . | -0.5 | . |
